Compound activity: PubChem, National Center for Advancing Translational Sciences (NCATS)
GAA glycogen mod = alters human alpha-glucosidase cleavage of glycogen. P10253. recombinant GAA, glycogen substrate, Amplex Red glucose oxidase fluorescence. Potency, µM (doses to about 76.4 µM), without a hit: top-dose activity change, negative = inhibition, most hits filed as inhibitors. 300,000 tested, 0.38% active. AID 2100;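 further: 0% = full enzyme reaction and -100% = no-enzyme basal signal; the screen sought inhibitors and activators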
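Recombinant enzyme (4 nM final) with compounds titrated up to 77 uM and bovine liver glycogen (30 ug) in citrate pH 5.0, 0.01% Tween-20, 37 C 40 min. Released glucose detected by Amplex Red/glucose oxidase (Ex 573/Em 610); AC50 from Hill fits.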
GAA spleen mod = inhibits or activates alpha-glucosidase in human spleen homogenate. P10253. human spleen homogenate, 4-MU-alpha-glucoside fluorescence. Potency, µM (doses to about 79.9 µM), without a hit: top-dose activity change, negative = inhibition, usual class: inhibitors. 240,000 tested, 0.006% active;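 further: 0% = enzyme with vehicle and -100% = no enzyme basal signal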
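Enzyme source: human spleen homogenate, 1 ug/well. Buffer 50 mM citric acid/K phosphate pH 5.0, 0.01% Tween-20. 4-MU-alpha-glucoside 1 mM; 37 C x 40 min; NaOH/glycine stop; fluorescence.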
L3MBTL1 inh = inhibitors of human L3MBTL1. Potency, µM (doses to about 57.1 µM), inactives show at the highest dose activity, negative = inhibition, hits mostly inhibitors. 230,000 tested, 0.66% active. AlphaScreen L3MBTL1–H3K9me1 peptide binding. AID 485360. Q9Y468; further: nearly all actives have a fitted effect of over 60% in size
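Displacement of a biotinylated histone H3(1-15) peptide monomethylated at Lys9 (75 nM) from L3MBTL1 (50 nM) was measured by AlphaScreen after a 30 min room-temperature compound incubation; cefsulodin titration served as intraplate control.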
GoLoco inh red = RGS12 GoLoco-Gai1 interaction inhibition. P63096. Gai1:RGS12 GoLoco peptide FP, rhodamine, 10 min. Potency, µM (doses to about 61.6 µM), for the others: at the top dose activity, negative = inhibition, hits mostly inhibitors. 230,000 tested, 0.44% active. AID 880; active means well fitted inhibition curve with a large enough effect, not every such curve was filed as active; inactive means no such curve, though single readings can be large or run the other way; further: nearly all actives have a fitted effect of over 30% in size; many of its hits are not listed in these tables
Target sequence (P63096 whole entry, looked up): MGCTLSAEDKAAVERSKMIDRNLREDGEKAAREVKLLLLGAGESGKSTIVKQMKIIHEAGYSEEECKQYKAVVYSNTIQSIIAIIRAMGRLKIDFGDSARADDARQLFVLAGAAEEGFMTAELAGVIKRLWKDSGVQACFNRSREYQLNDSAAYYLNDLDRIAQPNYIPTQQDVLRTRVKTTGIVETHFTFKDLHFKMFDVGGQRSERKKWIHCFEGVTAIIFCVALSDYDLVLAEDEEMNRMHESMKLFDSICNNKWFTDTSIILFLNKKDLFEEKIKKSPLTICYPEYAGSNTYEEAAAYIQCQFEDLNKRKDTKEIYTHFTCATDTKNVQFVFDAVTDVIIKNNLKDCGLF
TexasRed fluor = Texas Red fluorescence interference in TRb-SRC2 counter-screen | TRb/SRC2 Texas Red total fluorescence interference | Potency, µM (series often up to 106 µM), without a hit: at the top dose fluorescence change, negative = quenching | 280,000 tested, 0.29% active | AID 1479; active means well fitted curve in either direction with a large enough effect; inconclusive means small, poorly fitted or top-dose-only effect
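Human TRβ ligand-binding domain (0.6 uM) and Texas Red SRC2 peptide (20 nM) in Tris buffer with 1 uM T3 and 5% DMSO were incubated with pinned compound for 5 hr at ambient temperature. Total fluorescence was computed as S + 2P (555/632 nm).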
RECQ1 inh = blocks DNA unwinding by human RECQ1; 240,000 tested, 0.54% active; P46063; Potency, µM (top dose mostly 57.3 µM), for inactives: top-dose activity, negative = inhibition, actives largely listed as inhibitors; RECQ1 DNA unwinding, red fluorescence kinetic read; AID 2549;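 further: plate controls were vehicle for no effect and no enzyme for full effect; nearly all actives have a fitted effect of over 30% in size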
Target sequence (P46063 whole entry, looked up): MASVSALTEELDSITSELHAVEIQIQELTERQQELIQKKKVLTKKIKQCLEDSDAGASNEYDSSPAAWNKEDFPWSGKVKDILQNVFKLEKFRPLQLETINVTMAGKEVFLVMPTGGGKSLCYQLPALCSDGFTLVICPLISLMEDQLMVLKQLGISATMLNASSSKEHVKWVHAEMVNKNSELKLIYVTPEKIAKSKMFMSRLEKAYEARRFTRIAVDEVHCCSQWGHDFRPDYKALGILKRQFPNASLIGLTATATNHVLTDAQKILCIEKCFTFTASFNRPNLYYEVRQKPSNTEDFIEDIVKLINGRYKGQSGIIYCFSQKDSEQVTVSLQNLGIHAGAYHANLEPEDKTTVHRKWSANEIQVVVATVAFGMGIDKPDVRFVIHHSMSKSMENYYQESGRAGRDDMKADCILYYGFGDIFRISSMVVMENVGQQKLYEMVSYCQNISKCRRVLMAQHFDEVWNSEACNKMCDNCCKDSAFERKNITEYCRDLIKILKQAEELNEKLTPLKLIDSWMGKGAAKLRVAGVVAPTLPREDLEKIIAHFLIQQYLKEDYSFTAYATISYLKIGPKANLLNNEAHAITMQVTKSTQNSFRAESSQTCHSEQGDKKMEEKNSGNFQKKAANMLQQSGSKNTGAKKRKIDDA
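50 nM RECQ1T1 preincubated 15 min with compound in Tris pH 8.0 buffer with MgCl2, DTT, Tween-20 and 2.5 ug/ml poly(dI-dC); started with 200 nM TAMRA/BHQ-2 forked duplex and 2 mM ATP. Unwinding read as fluorescence (525/598 nm), two reads 2 h apart.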
TRb-SRC2 inh = TRbeta-SRC2 interaction inhibition; 280,000 tested, 0.065% active; P10828; TRbeta-SRC2 peptide binding, fluorescence polarization; receptor liganded with 1 µM T3; Potency, µM (top dose mostly 106 µM), inactives show top-dose activity change, negative = inhibition, actives largely listed as inhibitors;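 further: plate controls were bound peptide for no effect and peptide without receptor for full effect; nearly all actives have a fitted effect of over 50% in size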
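TRb LBD 0.6 uM + Texas Red SRC2 peptide 20 nM, 1 uM T3, Tris buffer w/ 5% DMSO; compound pinned, 5 h RT; FP read ex 555/em 632; normalized to unbound and bound controls.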
GAA inh = alpha-glucosidase (human) inhibition. P10253. purified human GAA, 4-MU-alpha-glucoside fluorescence. Potency, µM (titrated, usually from 76.9 µM), for inactives: at the highest dose activity change, negative = inhibition, usual class: inhibitors. 200,000 tested, 0.005% active. AID 1466;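 further: plate controls were uninhibited enzyme wells for no effect and no-enzyme background for full effect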
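Enzyme (4 nM final) mixed with compound (up to 77 uM), then 4-MU-alpha-D-pyranoside (400 uM final) added; 20 min at room temperature, pH 5.0. Reaction stopped at pH 10, fluorescence read, AC50 derived by Hill fit.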
* = called active by the depositor; i = inactive; ? = inconclusive; . = not tested or not shown; [ ] = another dose, or the depositor's remark. Unless noted, the call rests on the fitted dose curve; in most records, active means well fitted curve in the direction sought with a large enough effect; inconclusive means small, poorly fitted or top-dose-only effect, or another doubt; inactive means no such curve, though single readings can be large; an effect the other way counts as inactive or inconclusive. Unless noted, on the % scale 0 is the no-effect control and ±100 the full control effect; potency means the concentration at half of the fitted maximal effect. This is a subset. The share of hits here may be higher or lower than overall.

1. Cc1cccc(NS(=O)(=O)c2cc(OCC(N)=O)c(C)cc2Cl)c1
2. CCc1ccc(NC(=O)CSc2nc3ccccc3c(=O)n2CCN2CCOCC2)cc1
3. CC(=O)Oc1ccc(C)cc1-n1nc2ccccc2n1
4. O=C(Nc1cc(=O)[nH]c2nc(-c3ccccc3)nn12)c1ccc(Cl)cc1
5. Nc1ccccc1Nc1ccncc1[N+](=O)[O-]
6. CCn1c(COc2ccc3c(c2)CCCC3)nnc1SCC(=O)Nc1ccc(C(=O)OC)cc1
7. CCOc1cc(/C=N/n2cnnc2)ccc1OCC(=O)Nc1ccccc1OC
8. CC1CCC(NC(=O)C2CCC(CNc3c(N4CCCCC4)c(=O)c3=O)CC2)CC1 (stereo not drawn)

screen / no.,1,2,3,4,5,6,7,8
GAA glycogen mod,-2%,-4%,-6%,0%,3%,4%,-7%,2%
GAA spleen mod,-17%,-7%,-3%,4%,-7%,-5%,2%,-15%
L3MBTL1 inh,-5%,-1%,-8%,6%,-30%,6%,.,6%
GoLoco inh red,-2%,9%,-1%,19%,-27%,.,-8%,4%
TexasRed fluor,-3%,1%,-4%,1%,1%,0%,1%,-2%
RECQ1 inh,-3%,-14%,-2%,-3%,-7%,-2%,i,15%
TRb-SRC2 inh,-21%,-4%,-21%,-1%,2%,0%,-2%,4%
GAA inh,-4%,-6%,-6%,.,0%,0%,-1%,.

9. CCN(Cc1ccncc1)C(=O)C1CCN(S(=O)(=O)c2cccs2)CC1
10. O=c1c2c3nc4ccccc4nc3n(/N=C/c3ccco3)c2ncn1CCC1=CCCCC1
11. CN1CCN(c2ccc(NC(=O)COc3ccccc3[N+](=O)[O-])cc2)CC1
12. COc1ccc(C2=NOC(C(=O)NCCN3CCOCC3)C2)cc1 (stereo not drawn)
13. C(=N/Nc1nccs1)/c1cccnc1
14. O=C(NNC(=O)c1ccc(F)cc1F)c1ccc2c(c1)OCO2
15. O=C(Nc1cc(C(F)(F)F)ccc1N1CCOCC1)c1cccnc1
16. Cc1cccc(C)c1NC(=O)CSCC(=O)O

screen / no.,9,10,11,12,13,14,15,16
GAA glycogen mod,5%,1%,-7%,7%,?,-17%,1%,18%
GAA spleen mod,-9%,0%,-4%,-5%,7%,0%,-1%,-4%
L3MBTL1 inh,.,-29%,3%[11.4 µM],25%,.,10%,0%,1%
GoLoco inh red,5%,16%,11%,7%,9%,4%,-2%,1%
TexasRed fluor,-5%,-9%,-3%,2%,-3%,0%,1%,0%
RECQ1 inh,?,-21%,i,i,-1%,6%,-1%,i
TRb-SRC2 inh,2%,-6%,0%,-16%,-4%,5%,5%,-17%
GAA inh,-8%,0%,-4%,2%,-5%,1%,0%,-4%

As entered above.
In L3MBTL1 inh, cpd 14 reads 10%
In GoLoco inh red, cpd 10 reads 16%
In TRb-SRC2 inh, cpd 11 reads 0%
In GAA glycogen mod, cpd 9 reads 5%

Next records.
17. COc1ccc(N2CC(C)Cn3c2nc2c3c(=O)n(Cc3ccc(C)cc3)c(=O)n2C)c(OC)c1 (stereo not drawn)
18. CCCCOC(=O)C1CCCC(C)N1 (stereo not drawn)
19. COCC(C)Nc1nc(C)c(C(C)=O)s1 (stereo not drawn)
20. COc1ccccc1Nc1nc2c(C)cccc2cc1C#N
21. COc1cc(/C=C/C(=O)OCC(=O)NC(=O)NCc2ccccc2)ccc1OCC#N
22. COC(=O)c1cc(C#N)c(OC(C)C)nc1C
23. C[C@@H]1CC[C@]2(O[C@@H](CCO)C[C@@H](O)[C@@H]2O)O1
24. CCc1nc(N2CCN(C(C)=O)CC2)c(C#N)c2c1COC(C)(C)C2

screen / no.,17,18,19,20,21,22,23,24
GAA glycogen mod,-7%,6%,3%,-4%,2%,3%,4%,5%
GAA spleen mod,-2%,-3%,-10%,-7%,3%,.,-13%,-3%
L3MBTL1 inh,.,.,.,7%,-4%[11.4 µM],3%,.,-7%
GoLoco inh red,12%,-12%,3%,11%,7%,9%,9%,9%
TexasRed fluor,-1%,-1%,0%,-1%,-3%,-1%,0%,-1%
RECQ1 inh,i,-5%,0%,4%,i,0%,-5%,3%
TRb-SRC2 inh,-2%,13%,0%,3%,0%,-6%,-10%,-6%
GAA inh,-9%,-5%,-1%,-1%,2%,-5%,.,.

25. C=CCn1c(C)nnc1SCC(=O)N1CCN(S(=O)(=O)c2ccccc2)CC1
26. COc1ccc(-c2cc(C(F)(F)F)n3ncc(C(=O)N(C)Cc4ccccc4)c3n2)cc1
27. CC(C)(C)NC(=O)CN(CCc1ccccc1)C(=O)c1csnn1
28. CC(=O)Nc1ccc(SCC(=O)c2cc(C)n(CC(F)(F)F)c2C)cc1
29. O=C(CSc1ccc2nnc(-c3ccccc3)n2n1)NCc1ccco1
30. CN(C)Cc1nc(-c2cn(C)c3ccccc23)no1
31. O=C(Nc1ccccn1)c1cc(-n2cnnc2)ccc1Cl
32. Cc1ccc(NC(=O)CN(C)C(=O)COc2cc(F)ccc2[N+](=O)[O-])cc1

screen / no.,25,26,27,28,29,30,31,32
GAA glycogen mod,-3%,-1%,20%,5%,7%,.,-15%,1%
GAA spleen mod,-21%,.,6%,4%,-3%,-6%,-9%,0%
L3MBTL1 inh,.,86%[activator],16%,.,-11%,.,5%[11.4 µM],.
GoLoco inh red,1%,11%,14%,-1%,-1%,9%,11%,6%
TexasRed fluor,1%,-1%,-2%,1%,4%,-2%,1%,3%
RECQ1 inh,-6%,-15%,-9%,-2%,-4%,i,i,i
TRb-SRC2 inh,0%,0%,-4%,-5%,10%,3%,-1%,-9%
GAA inh,.,-6%,12%,-3%,-9%,.,-10%,2%

Overlap with the part before: 4 compounds; new compounds follow.
29. O=C(CSc1ccc2nnc(-c3ccccc3)n2n1)NCc1ccco1
30. CN(C)Cc1nc(-c2cn(C)c3ccccc23)no1
31. O=C(Nc1ccccn1)c1cc(-n2cnnc2)ccc1Cl
32. Cc1ccc(NC(=O)CN(C)C(=O)COc2cc(F)ccc2[N+](=O)[O-])cc1
33. CNC(=O)c1ccsc1NC(=O)c1ccc2c(c1)CCCC2
34. CCCNC(=O)N1CCN(S(C)(=O)=O)CC1
35. O=C1Nc2ccccc2N2CCCC12 (stereo not drawn)
36. CCN(CC)c1ccc(/C=N/NC(=O)c2ccco2)c(O)c1
37. CCc1ccc(C(=O)NC(CCSC)C(=O)O)cc1 (stereo not drawn)
38. O=C(N/N=C/c1cc(Br)c(O)c(Br)c1)c1cccc(C(F)(F)F)c1
39. COc1ccc(-c2ocnc2C(=O)N2CCN(Cc3cccnc3)CC2)cc1
40. Clc1cccc2c1CCN(Cc1nc(-c3cnccn3)no1)C2

screen / no.,29,30,31,32,33,34,35,36,37,38,39,40
GAA glycogen mod,7%,.,-15%,1%,-8%,-12%,?,-5%,-2%,-3%,-4%,12%
GAA spleen mod,-3%,-6%,-9%,0%,-3%,-3%,-1%,-13%,4%,-3%,3%,-5%
L3MBTL1 inh,-11%,.,5%[11.4 µM],.,6%,-1%,-21%,-27%,8%,2%,0%,-3%
GoLoco inh red,-1%,9%,11%,6%,18%,9%,47%[activator],8%,16%,2%,1%,21%
TexasRed fluor,4%,-2%,1%,3%,0%,3%,2%,-9%,0%,-8%,-3%,0%
RECQ1 inh,-4%,i,i,i,-7%,i,25%,i,0%,i,i,i
TRb-SRC2 inh,10%,3%,-1%,-9%,5%,-6%,-7%,-1%,2%,-5%,-5%,0%
GAA inh,-9%,.,-10%,2%,-2%,4%,2%,.,-4%,-4%,-8%,?

41. C=CCN(C(=O)CSc1nc2c(sc3ccccc32)c(=O)n1CCN(CC)CC)c1ccccc1
42. O=C(CC1(O)C(=O)N(Cc2ccccc2)c2ccccc21)c1ccncc1 (stereo not drawn)
43. O=c1c2c([nH]c3ccccc13)CCCC2
44. O=C1c2cccc(OCc3ccc(F)cc3)c2CCN1Cc1ccccc1
45. O=C(O)C1CC=CCC1C(=O)Nc1ccc(S(=O)(=O)N2CCCc3ccccc32)cc1 (stereo not drawn)
46. O=C(Nc1ccc(Cl)c(Cl)c1)c1ccncc1
47. Cc1cc(C)nc(S/C=C/C(=O)c2ccccc2F)n1
48. COc1ccc(-c2cc(=O)c3c(O)cc(O)c(-c4cc(-c5cc(=O)c6c(O)cc(O)cc6o5)ccc4OC)c3o2)cc1

screen / no.,41,42,43,44,45,46,47,48
GAA glycogen mod,5%,-7%,0%,-8%,-7%,4%,1%,.
GAA spleen mod,-1%,-9%,5%,-2%,-1%,-9%,5%,-1%
L3MBTL1 inh,.,.,4%,32%[activator],.,.,-2%,.
GoLoco inh red,2%,0%,8%,-13%,-2%,5%,7%,1%
TexasRed fluor,-10%,0%,-3%,0%,3%,-1%,-3%,-1%
RECQ1 inh,-5%,0%,-9%,i,-13%,i,1%,-10%
TRb-SRC2 inh,-7%,-19%,6%,-9%,-6%,5%,-7%,2%
GAA inh,14%,9%,-6%,0%,-6%,-9%,.,.

49. N#Cc1c(NC(=O)CSc2nnnn2C2CCCC2)sc2c1CCCC2
50. COc1cccc(CN(C)C(=O)c2ccc3nccnc3c2)c1
51. N#Cc1nc(Cc2cccc3ccccc23)oc1NCCCN1CCOCC1
52. O=S(=O)(/N=C(/Nc1ccccc1)c1ccccc1)c1cccs1
53. O=C(O)C1CCCN1S(=O)(=O)c1cccs1 (stereo not drawn)
54. C/C(=N/NC(=O)CNC(=O)c1ccccn1)c1cccc([N+](=O)[O-])c1

screen / no.,49,50,51,52,53,54
GAA glycogen mod,5%,6%,-1%,8%,4%,-8%
GAA spleen mod,-8%,-7%,-6%,-5%,-6%,13%
L3MBTL1 inh,-6%,.,-5%,3%,.,-2%
GoLoco inh red,-1%,52%[activator],-6%,.,4%,5%
TexasRed fluor,-5%,-3%,3%,-4%,-4%,0%
RECQ1 inh,-13%,?,3%,3%,-5%,-2%
TRb-SRC2 inh,-6%,-3%,-1%,6%,-1%,-12%
GAA inh,-6%,4%,0%,0%,-6%,-2%
